# From PubChem BioAssay
# KAT2A inh: GCN5L2 (KAT2A) acetyltransferase inhibition | GCN5L2 HAT assay, ThioGlo1 CoA-SH fluorescence | hit rate 0.21% among 390,000 | Potency, µM (series often up to 58.9 µM), without a hit: top-dose activity change, negative = inhibition, hits mostly inhibitors
# Target sequence (Q92830 whole entry, looked up): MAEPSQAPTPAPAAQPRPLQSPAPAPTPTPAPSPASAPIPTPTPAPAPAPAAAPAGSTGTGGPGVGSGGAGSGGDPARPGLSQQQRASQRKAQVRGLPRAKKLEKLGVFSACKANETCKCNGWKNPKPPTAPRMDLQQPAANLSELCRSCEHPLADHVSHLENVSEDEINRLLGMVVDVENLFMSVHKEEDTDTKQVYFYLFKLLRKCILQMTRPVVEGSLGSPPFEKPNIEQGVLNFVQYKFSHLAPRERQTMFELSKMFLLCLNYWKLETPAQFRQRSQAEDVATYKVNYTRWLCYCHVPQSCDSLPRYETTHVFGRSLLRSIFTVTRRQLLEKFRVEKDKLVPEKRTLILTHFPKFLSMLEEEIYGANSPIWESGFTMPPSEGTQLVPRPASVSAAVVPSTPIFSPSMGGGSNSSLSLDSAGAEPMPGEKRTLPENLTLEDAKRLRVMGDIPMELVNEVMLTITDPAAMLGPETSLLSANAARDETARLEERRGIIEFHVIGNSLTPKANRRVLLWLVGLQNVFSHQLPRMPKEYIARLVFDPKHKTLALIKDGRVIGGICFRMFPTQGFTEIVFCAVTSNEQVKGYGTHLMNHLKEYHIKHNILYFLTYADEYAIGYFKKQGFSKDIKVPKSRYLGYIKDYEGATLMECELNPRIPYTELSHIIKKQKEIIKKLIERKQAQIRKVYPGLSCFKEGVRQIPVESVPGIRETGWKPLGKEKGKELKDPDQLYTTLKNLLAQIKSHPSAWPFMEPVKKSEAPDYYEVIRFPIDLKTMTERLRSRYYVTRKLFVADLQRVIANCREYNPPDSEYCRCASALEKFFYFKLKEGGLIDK
#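 qHTS, 1536-well. 20nM enzyme, pH 7.5 HEPES/EDTA/Tween-20 buffer; 15 min compound preinc., RT. Start: 75uM H3(1-25), 70uM AcCoA, 50uM ThioGlo1. Read Ex340/Em540 at t=0 (autofluorescence flag) and t=20 min.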
# DT40 TDP1 no CPT: qHTS for Inhibitors of human tyrosyl-DNA phosphodiesterase 1 (TDP1): qHTS in cells in absence of CPT; Potency, µM (titrated, usually from 46.2 µM), inactives show top-dose activity change, negative = growth inhibition, usual class: inhibitors; hit rate 15% among 420,000; DT40 Tdp1-/- hTDP1 cells, no CPT, ATP luminescence, 48 h; further: nearly all actives have a fitted effect of over 55% in size
#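 Stably hTDP1-transfected Tdp1-null chicken DT40 cells were treated with library compounds minus camptothecin and grown for at least 48 hr at 37 °C, after which cellular ATP was quantified by luminescence.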
# DT40 TDP1 CPT: DT40-hTDP1 cell growth loss with CPT; chicken DT40 Tdp1-/-;hTDP1 cells + 20 nM CPT, ATP luminescence, 48 h; Potency, µM (series often up to 46.2 µM), for inactives: at the highest dose activity change, negative = growth inhibition, most hits filed as inhibitors; hit rate 12% among 420,000; further: nearly all actives have a fitted effect of over 55% in size
#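 Chicken DT40 Tdp1-/- cells stably complemented with human TDP1 were seeded at 400 cells/well in medium containing 20 nM camptothecin, exposed to pin-transferred compounds, and grown at 37 °C for at least 48 hr. Viability was read as ATP luminescence.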
# * = called active by the depositor; u = inconclusive; x = no result given; [ ] = another dose, or the depositor's remark. The call rests on the fitted dose curve; in most records, active means well fitted curve in the direction sought with a large enough effect; inconclusive means small, poorly fitted or top-dose-only effect, or another doubt; inactive means no such curve, though single readings can be large; an effect the other way counts as inactive or inconclusive. On the % scale 0 is the no-effect control and ±100 the full control effect; potency means the concentration at half of the fitted maximal effect.
SMILES,KAT2A inh,DT40 TDP1 no CPT,DT40 TDP1 CPT
COc1cc(C(=O)NC(CCSC)C(=O)OCC(=O)C(C)(C)C)cc(OC)c1OC (stereo unspecified),-3%,-3%,-15%
CCOC(=O)c1nc(C)c(C(C)=O)s1,-1%,1%,-8%
Cc1ccc(C(=O)c2nc3c(n2O)CCCC3)cc1,u,-18%,-2%
CC(C(=O)Nc1ccc(S(=O)(=O)Nc2ncccn2)cc1)N1C(=O)c2ccccc2S1(=O)=O (stereo unspecified),-7%,-24%,0%
COc1ccc(CCNC(=O)CS(=O)(=O)Cc2nc(-c3ccc(C)cc3)oc2C)cc1OC,-7%,u,-26%
COc1ccc(CCNC(=O)CCCn2c(=S)[nH]c3ccsc3c2=O)cc1OC,x,u,-1%
COc1cc(/C=C/C(=O)N2CCN(C)CC2)cc(S(=O)(=O)N2CCc3ccccc32)c1OC,-4%,16%,-1%
O=S(=O)(Nc1nc2cc3c(cc2nc1Cl)OCCO3)c1ccccc1,0%,u,u
CCCCn1c(=O)[nH]c(=O)c2c(C(=O)OCC)cc(-c3ccc(OC(F)F)cc3)nc21,-6%,u,u
C=CCn1c(=NC(=O)c2ccccc2[N+](=O)[O-])sc2cc(S(C)(=O)=O)ccc21,0%,21µM*,16µM*
CCOC(=O)C1CCN(CC(=O)N2CCc3ccccc32)CC1,-3%,-19%,3%
Cc1sc2nc[nH]c(=O)c2c1-c1ccc(F)cc1,u,-40%,-4%
COc1ccc(NC(=O)c2c(C)noc2C(C)C)cc1S(=O)(=O)N1CCCCC1,0%,u,-15%
CCSc1ccccc1C(=O)N1CCN(c2nc3ccccc3s2)CC1,-6%,15µM*,u
CN(C)CCCOc1ccc(-c2ccc3nccn3c2)cn1,x,-20%,11%

# 2 entries drawn at random from the list so far:
SMILES,KAT2A inh,DT40 TDP1 no CPT,DT40 TDP1 CPT
CN(C)CCCOc1ccc(-c2ccc3nccn3c2)cn1,x,-20%,11%
COc1ccc(CCNC(=O)CCCn2c(=S)[nH]c3ccsc3c2=O)cc1OC,x,u,-1%

# Another view of part of the listing above.
C=CCn1c(=NC(=O)c2ccccc2[N+](=O)[O-])sc2cc(S(C)(=O)=O)ccc21
- KAT2A inh = 0%
- DT40 TDP1 no CPT = 21µM*
- DT40 TDP1 CPT = 16µM*
Cc1ccc(C(=O)c2nc3c(n2O)CCCC3)cc1
- KAT2A inh = u
- DT40 TDP1 no CPT = -18%
- DT40 TDP1 CPT = -2%
COc1ccc(CCNC(=O)CCCn2c(=S)[nH]c3ccsc3c2=O)cc1OC
- KAT2A inh = x
- DT40 TDP1 no CPT = u
- DT40 TDP1 CPT = -1%
Cc1sc2nc[nH]c(=O)c2c1-c1ccc(F)cc1
- KAT2A inh = u
- DT40 TDP1 no CPT = -40%
- DT40 TDP1 CPT = -4%

# More entries follow.
SMILES,KAT2A inh,DT40 TDP1 no CPT,DT40 TDP1 CPT
Cc1ccccc1OCC(=O)OCc1cc(=O)n2nc(C3CCCCC3)sc2n1,1%,-20%,-13%
COc1cccc(NC(=O)CSc2nnc(Cc3ccc(C)cc3)c(=O)n2N)c1,-6%,-12%,22%
CCCCC/C=C\C\C=C/C=C/C=C/[C@@H](SCC(NC(C)=O)C(=O)O)[C@@H](O)CCCC(=O)O (stereo partly specified),1%,0%[0.628 µM],-26%[0.628 µM]
O=C1c2ccccc2C(c2nc3ccccc3[nH]2)N1Cc1ccco1 (stereo unspecified),x,-2%,5%
O=C(Nc1ccn(Cc2ccccc2)n1)c1cccc(Cn2cc([N+](=O)[O-])cn2)c1,-5%,u,u
O=C(c1ccccc1F)N1CCN(c2ccc([N+](=O)[O-])cc2-n2cccc2)CC1,-14%,u,u
Cc1ccc(N/C(=C\C(=O)c2ccccc2)C(=O)O)cc1,-4%,-8%,-8%
COc1ccc2c(c1)cc(C(O)c1ccccn1)n2S(=O)(=O)c1ccccc1 (stereo unspecified),-5%,u,-9%
Cc1cc([N+](=O)[O-])c(NCCCCCCO)c([N+](=O)[O-])c1,x,-21%,0%
O=C1CN(C(=O)c2cc(F)cc(F)c2)c2ccccc2N1,-4%,u,-8%
Cc1cc(C(=O)Nc2ccccc2)oc(=O)c1,-4%,u,u
Cc1ccnc(NS(=O)(=O)c2ccc(NC(=O)/C=C/c3cccs3)cc2)n1,-4%,7%,-15%
COC(=O)c1cc2sc(Cl)cc2n1Cc1c(C)cc(C)cc1C,3%,2%,5%
O=C(C1CCN(S(=O)(=O)c2cccs2)CC1)N1CCCC(C(F)(F)F)C1 (stereo unspecified),-6%,-16%,1%
Clc1ccccc1-c1nnc2sc(C3COc4ccccc4O3)nn12 (stereo unspecified),u,-23%,u

# One compound at a time, as listed above:
# Listed for Clc1ccccc1-c1nnc2sc(C3COc4ccccc4O3)nn12 (stereo unspecified) → KAT2A inh = u; DT40 TDP1 no CPT = -23%; DT40 TDP1 CPT = u
# Listed for COc1cccc(NC(=O)CSc2nnc(Cc3ccc(C)cc3)c(=O)n2N)c1 → KAT2A inh = -6%; DT40 TDP1 no CPT = -12%; DT40 TDP1 CPT = 22%

# Back to the main list, repeating the 2 entries before the break.
SMILES,KAT2A inh,DT40 TDP1 no CPT,DT40 TDP1 CPT
O=C(C1CCN(S(=O)(=O)c2cccs2)CC1)N1CCCC(C(F)(F)F)C1 (stereo unspecified),-6%,-16%,1%
Clc1ccccc1-c1nnc2sc(C3COc4ccccc4O3)nn12 (stereo unspecified),u,-23%,u
C/C(CC(=O)Nc1ccc2c(c1)OCO2)=N\NC(=O)c1ccccc1N,-6%,-9%,0%
Cc1ccccc1CC1SC(N=C(N)N)=NC1=O (stereo unspecified),3%,1%,3%
C=Cc1ccc(COc2ccc3oc(-c4ccccc4)c(C(=O)OCC)c3c2)cc1,-7%,-5%,-18%
CCN(c1ccccc1)S(=O)(=O)c1cc(OC)ccc1OC,1%,u,-10%
CCc1cccc(C)c1NC(=O)CSc1nnc(-c2cc3cc(Br)ccc3o2)n1CC,-9%,18µM*,23µM*
COc1cccc(CC(NC(C)=O)C(=O)NC2CCN(C(=O)C3CCCCC3)CC2)c1OC (stereo unspecified),-6%,-3%,1%
CCN1CCN(C(=O)CS(=O)Cc2nc(-c3cccc(C)c3)oc2C)CC1 (stereo unspecified),1%,3%,8%
CN(CCOc1ccccc1)C(=O)c1cc(S(=O)(=O)N2CCOCC2)c(Cl)cc1Cl,x,u,18µM*
COc1ccc(Cc2c3cc(OC)c(OC)cc3cc[n+]2C)cc1OC,-23%,-12%,-18%
CCCCn1c(N)c(N(CC(C)C)C(=O)c2ccc(Cl)c(S(=O)(=O)N3CCCC3)c2)c(=O)[nH]c1=O,1%,-9%,u
COc1ccc(Oc2ccc(-c3ccn[nH]3)cc2)cc1,-22%,-27%,-24%
Cn1nnnc1SCC(=O)N1CCN(S(=O)(=O)c2ccc(Cl)cc2)CC1,-18%,-17%,-15%
Cc1ccc(S(=O)(=O)NCCC(=O)OCC(=O)N2CCCC2=O)cc1C,0%,-8%,-5%
Cc1ccc(NC(=O)CCCNC(=O)c2ccc(Cl)cc2)c(Br)c1,-9%,-28%,7%
CCc1ccc(NC(=O)CCn2nc(-c3ccccc3OC)c3c(C)cc(C)nc32)cc1,-10%,21µM*,u
CCCOc1ccc(F)cc1-c1cc(C(=O)Nc2ccc(OC)cc2C)[nH]n1,x,u,u
CCN(CC)S(=O)(=O)c1ccc(N(C)CCc2ccc(OC)c(OC)c2)nc1,-5%,21µM*,u
O=C(CSc1nc2c([nH]c3ccccc32)c(=O)n1-c1ccc(F)cc1)Nc1ccc2c(c1)OCO2,-18%,u,u
CC(=O)Nc1ccc(C(=O)COC(=O)c2c(C)noc2C)c(F)c1,2%,-9%,-12%
Cc1ccc(S(=O)(=O)N2CC(O)C[C@H]2C(=O)OCC(=O)Nc2ccc(N3CCCCC3)cc2)cc1C (stereo partly specified),-4%,18µM*,u
O=C(Nc1ccc(F)cc1)N1CCC(c2nc3c(nnn3Cc3ccccc3Cl)c(=O)[nH]2)CC1,0%,u,u
C=CCN1C(=O)c2cccc3c(N4CCCCC4)ccc(c23)C1=O,7%,u,u
CC(C)(CO)NC(=O)C(Cc1ccccc1)N1C(=O)c2ccccc2C1=O (stereo unspecified),-4%,1%,13%
c1ccc(N2CC[N+]3(CCCC3)CC2)nc1,0%,0%,-5%
CCCCNc1c(-c2ccc(OC)c(SC(C)CC)c2)nc2ccc(Cl)cn12 (stereo unspecified),-20%,26µM*,26µM*
N#Cc1cnn2ccc(-c3ccc4c(c3)CCC4)nc12,-6%,-25%,u
O=C(CC1N=C2c3ccccc3N=C(SCc3cccc(Cl)c3)N2C1=O)NC1CCCCC1 (stereo unspecified),-7%,18µM*,16µM*
CCc1nc2c(OCc3ccc(F)c(F)c3)cccn2c1N(C)C(=O)c1ccncc1,x,-27%,-10%
CCOC(=O)c1c(C)c(C(=O)NCc2cccnc2)c(C)n1C,33%[activator],6%,-9%
C=CCn1c(-c2ccccc2)c[nH]c1=S,-10%,u,26µM*
Cc1nc2nc(SCC(=O)NC3CCC(C)CC3)nn2c(C)c1Cc1ccccc1Cl (stereo unspecified),-9%,u,u
COc1ccc(CCNC(=O)C2CC2)cc1OC,-4%,-1%,-1%
Cc1sc2ncnc(SCC#N)c2c1C,-1%,-18%,2%
COc1cccc(CNC(=O)CCn2cccn2)c1,-5%,1%,9%
O=C(NCCC(=O)N1CCN(c2ccccc2O)CC1)c1ccc(Br)cc1,-1%,-30%,u
COc1ccc(NC(=S)N(Cc2cccnc2)Cc2ccco2)cc1,1%,-15%,2%
O=C(Nc1nccs1)[C@@H]1CC=C[C@@H]2CCN(C3CCCCC3)C(=O)[C@@H]21,x,3%,8%
CCN1CCN(C(=O)c2cc3nc(-c4ccccc4)cc(C(F)(F)F)n3n2)CC1,-24%,-6%,-18%
CN(CC(=O)Nc1ccc(Cl)cc1)C(=O)CCc1c[nH]c2ccccc12,-2%,-21%,3%
O=C(N/N=C/c1ccc2c(c1)OCO2)c1cc(-c2ccccc2)nc2ccccc12,-9%,10µM*,21µM*
Cn1c(NCCCCO)nc2c1c(=O)n(Cc1ccc(Cl)cc1)c(=O)n2C,4%,u,u
Clc1ccc(-c2csc3ncnc(N4CCc5ccccc5C4)c23)cc1,-2%,21µM*,u
Cc1cccc(N2CCN(C(=O)Cc3c(C(=O)O)[nH]c4ccc(Cl)cc34)CC2)c1C,-5%,4%,-14%
COc1cc(N=c2ssnc2Cl)c(OC)cc1Cl,11µM*,2.6µM*,2.6µM*
CC(C)n1nccc1N(Cc1ccc(Br)cc1)S(=O)(=O)c1ccccc1,-9%,u,23µM*
O=c1[nH][nH]c2c1C(c1ccc(F)cc1)OC(CCc1ccccc1)C2 (stereo unspecified),x,u,u
CCc1nc2c(OCC(=O)C(C)(C)C)cccn2c1N(C)C(=O)C(C)C,x,-15%,u
C[C@H]1C=C(C(=O)NCc2nc3ccccc3[nH]2)O[C@@H](OCCCCO)C1,x,-20%,-11%
COc1ccc(NC(=O)Cc2csc(C)n2)cc1,-6%,9%,1%
CCCc1c(-c2ccc(F)cc2F)ncn1Cc1cccc(-c2ccccc2)c1,x,4.1µM*,5.2µM*
Cc1nc(CCNC(=O)COc2ccccc2)cs1,-9%,-21%,3%
O=C(NCCO)c1ccc2nc(Cc3cccc(Cl)c3)oc2c1,-11%,-7%,-7%
CCCCNc1nc(CC(C)=O)ns1,-18%[0.501 µM],-3%,-15%
O=C(Cn1cc(C(F)(F)F)ccc1=O)N1CCc2ccccc2C1,2%,18%,-5%
CCOc1cccc2c1Oc1nc(-c3ccccc3)nc(SCC(=O)Nc3ccc(F)cc3)c1C2,1%,u,u
CCOc1cc(/C=N/NC(=O)c2ccncc2)cc(Cl)c1OS(C)(=O)=O,0%,u,u
Cc1[nH]n(C(N)=S)c(=O)c1N=Nc1ccc(Br)cc1,-4%,16µM*,23µM*
CCOC(=O)c1c(NC(=O)c2ccccc2OCC)sc2c1CCC(CC)C2 (stereo unspecified),-3%,-22%,-3%
O=C(CCC(=O)c1cccs1)NCc1ccncc1,-5%,-10%,7%
O=C(COC(=O)/C=C/c1cc(Br)ccc1F)Nc1ccc2[nH]c(=O)[nH]c2c1,-5%,-8%,1%
# (cont.)
SMILES,KAT2A inh,DT40 TDP1 no CPT,DT40 TDP1 CPT
CCOC(=O)c1cn(Cc2c(C)c(C)c(C)c(C)c2C)nn1,0%,23µM*,16µM*
COc1ccc(C2CC(=O)c3cc(-c4nc(-c5cccc(Cl)c5)cs4)c(=O)[nH]c3C2)cc1 (stereo unspecified),-4%,0%,3%
COc1cccc(CNC(=O)CN2C(=O)N(c3cc(C)ccc3C)S(=O)(=O)c3ccccc32)c1OC,-8%,23µM*,13µM*
CSCc1nc2scc(-c3ccccc3)c2c(=O)[nH]1,-7%,0%,0%
COc1cc([N+](=O)[O-])cc(/C=N/NC(=O)c2cncc(Br)c2)c1O,-8%,18µM*,4.6µM*
NCCNC(=O)c1c(O)c2cccc3c2n(c1=O)CCC3,-6%,u,-2%
